Shn3 inh set2 – reduces Shn3 3'UTR luciferase signal in osteoblasts | Clone20 osteoblast Shn3 3'UTR firefly luciferase, 24 h | inhibition, % at 12.5 µM | hit rate 0.52% among 360,000;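 active = mean inhibition of at least 75% with every replicate also reaching 75%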;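 note: 0% = median of neutral control wells and 100% = pilot-screen positive control compound; some compounds past the cut are filed as inactive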
NR2E3 ag-1 – activates human NR2E3 receptor; Q9Y5X4; CHO-S Gal4-NCOR/VP16-NR2E3 two-hybrid, luciferase; inhibition of corepressor binding, % at 3.98 µM; hit rate 0.35% among 360,000; AID 602229;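 active = inhibition above the mean of all tested compounds plus 3 SD, cut at about 70% in these data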;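 note: 0% = DMSO with NR2E3 transfected cells and 100% = cells lacking NR2E3 construct; higher means lower luciferase signal from less NR2E3 corepressor binding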
Target sequence (Q9Y5X4 whole entry, looked up, the tested form may be a part): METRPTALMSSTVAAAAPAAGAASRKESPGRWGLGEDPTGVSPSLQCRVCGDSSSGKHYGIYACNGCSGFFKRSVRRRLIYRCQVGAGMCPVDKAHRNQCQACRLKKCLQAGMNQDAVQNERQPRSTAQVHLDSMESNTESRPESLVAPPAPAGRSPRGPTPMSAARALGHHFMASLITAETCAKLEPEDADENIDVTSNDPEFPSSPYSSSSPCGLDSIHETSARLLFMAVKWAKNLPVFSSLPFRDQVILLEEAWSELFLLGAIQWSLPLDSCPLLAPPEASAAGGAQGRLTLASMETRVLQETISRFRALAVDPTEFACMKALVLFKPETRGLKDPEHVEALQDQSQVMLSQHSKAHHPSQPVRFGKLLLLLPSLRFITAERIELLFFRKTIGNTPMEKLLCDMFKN
MITF TRPM1 inh – MITF TRPM1 promoter inhibition in SK-MEL-5 cells. SK-MEL-5 TRPM1 promoter luciferase, 24 h. inhibition, % at 12.5 µM. hit rate 0.83% among 330,000;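 active = mean inhibition across replicates of 60% or more, whatever share of single replicates reaches that level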; note: values of inactives mirror those of a sister screen read the other way
CF NFkB inh – blocks PAF-induced NF-kB reporter in cystic fibrosis cells | KKLEB NF-kB-GFP reporter, GFP fluorescence overnight | inhibition, % at 5 µM | hit rate 0.86% among 360,000 | AID 588850;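 active = at least 50% inhibition at 5 µM, scaled per plate between neutral and stimulator controls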;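 note: PAF is a Pseudomonas aeruginosa culture filtrate used as stimulus; plate controls were PAF-stimulated DMSO wells for no effect and unstimulated DMSO wells for full effect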
iPSC survival up – hiPSC single-cell survival enhancement | AID 602274 | survival enhancement, % at 20 µM | hit rate 0.044% among 360,000 | ATPlite luminescence; 100% = ROCK inhibitor wells, 0% = DMSO; in the data active = survival enhancement above about 18%;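 note: cells exposed to compounds for 16 hours before the ATP read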
KKLEB cytotox – reduces viability of KKLEB cystic fibrosis airway cells; KKLEB CF airway cells viability, ATPlite luminescence, overnight; stronger effect = lower value; cells stimulated with P. aeruginosa culture filtrate; activity change (cytotoxicity), % at 5 µM; hit rate 0.36% among 360,000; AID 602141;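 active = corrected activity change at or below -50% at 5 µM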
C8 TRAIL sens – sensitizes caspase-8 expressing cells to TRAIL; NB7+C8 cells + TRAIL, ATPlite viability luminescence; inhibition (viability loss, TRAIL sensitization), % at 10 µM; hit rate 1% among 360,000;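 active = compounds causing at least 50% loss of cell viability in the single-dose screen, relative to plate controls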
Peg3 promoter – Peg3 promoter activity inhibition; HeLa PEG-Prom luciferase reporter, luminescence, overnight; inhibition, % at 20 µM; hit rate 1.7% among 360,000; AID 588405;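 active = inhibition of at least 50% at 20 µM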
HIF-2a block – inhibitors of HIF-2a | 786-0 RCC cells HIF-2a reporter, luciferase luminescence, overnight | inhibition, % at 18.8 µM | hit rate 0.72% among 360,000 | AID 624352;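 active = inhibition of the luminescence signal of 40% or more relative to plate controls, in a single-dose primary screen at 18.75 µM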
NR2E3 ag-2 – NR2E3 (human) agonism | AID 2300 | GST-NR2E3/biotin-RetCOR TR-FRET, 1536-well | inhibition of corepressor binding, % at 4.78 µM | hit rate 0.12% among 320,000 | Q9Y5X4;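 active = percent inhibition above the cutoff of mean plus 3 SD of all tested compounds, set per screening campaign, cut at about 20% in these data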;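 note: 0% = DMSO wells and 100% = biotin wells as full block of FRET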
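System: GST-NR2E3 and biotin-RetCOR proteins; probe or stimulus: 7 nM biotin-RetCOR; doses: compound at 4.8 µM, single dose; schedule: Compound–protein incubation for 5 h at 4 °C; detection: time-resolved FRET; read-out: percent inhibition; controls: biotin wells as high control, 0.6% DMSO wells as low control; format: 1536-well plates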
EBV LMP1 NFkB – reduces LMP1-driven NF-kappaB luciferase signal. AID 504558. LMP1-induced NF-kappaB luciferase reporter cells, luminescence. hit rate 0.69% among 350,000. inhibition, % at 12.5 µM; in the data active = inhibition above about 41%;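 note: 0% = neutral control wells and 100% = reference inhibitor control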
An asterisk follows results filed as active; . = not tested or not shown. Not all compounds are listed (hit frequency here may not be typical).

#	compound	HIF-2a block	C8 TRAIL sens	Shn3 inh set2	iPSC survival up	NR2E3 ag-2	MITF TRPM1 inh
1	COc1ccc(C(CNC(=O)c2ccc(N3CCCC3=O)cc2)N2CCCC2)cc1 (stereo unspecified)	3	-2	-34	-0.5	2	-13
2	CC(=O)c1ccc(S(=O)(=O)Nc2ccc(S(=O)(=O)N3CCCCC3)cc2)cc1	-1	4	-2	-1.2	.	4
3	O=C(Nc1ccccn1)c1ccc(C(=O)c2ccccc2)cc1	-209	20	-57	-0.4	-1	-86
4	Cc1ccc(OCCn2ncc3ccccc3c2=O)c(C)c1	-91	11	-17	-0.1	-2	-6
5	CC12CCC(C(=O)NCCN3CCCCC3)(CC1=O)C2(C)C (stereo unspecified)	-3	-2	-8	-2.4	3	-4
6	Oc1c(Cl)cc(Cl)cc1C=Nc1ccc(Br)cc1	11	-3	8	-3.0	0	10
7	CCOC(=O)N1CCN(CC(=O)Nc2ccc([N+](=O)[O-])cc2C(=O)Nc2ccccc2F)CC1	10	21	11	7.9	4	-3
8	COCCCn1c(SCC(=O)NC2CCCC2)nnc1-c1cccs1	10	-5	-1	-0.2	2	-5
9	COc1ccccc1N1CCN(C(=O)CN(c2cc(C)cc(C)c2)S(C)(=O)=O)CC1	7	23	-1	1.5	2	-3
10	COc1ccc(-n2c(Cc3cccn3C)nnc2SCC(=O)Nc2ccccc2C)cc1	5	-9	6	1.9	1	-4

#	KKLEB cytotox	CF NFkB inh	EBV LMP1 NFkB	Peg3 promoter	NR2E3 ag-1
1	20	-31	-8	4	-5
2	-2	9	-2	9	-23
3	-18	9	-42	-350	-4
4	-8	3	3	-36	-45
5	3	7	7	1	-7
6	-1	5	-12	16	-19
7	-6	67*	-7	64*	-2
8	-8	9	1	14	-8
9	6	-6	9	5	-14
10	-16	-6	-9	-6	-13

Following part:
#	compound	HIF-2a block	C8 TRAIL sens	Shn3 inh set2	iPSC survival up	NR2E3 ag-2	MITF TRPM1 inh
11	Cc1ccc(C(=O)N2CCc3ccccc32)cc1C	-255	3	-37	-0.3	.	-50
12	CCOC(=O)C(CC)n1cnc2c(cnn2-c2ccc(Cl)cc2)c1=O (stereo unspecified)	-75	-5	-33	-0.7	2	-2
13	Cn1c(SCC(=O)N2CCN(S(=O)(=O)c3ccccc3)CC2)nc2ccccc21	-3	-40	-4	-2.1	-2	17
14	O=C(c1cn(CC(=O)N2CCCC2)c2ccccc12)C1CCCCC1	3	2	-4	-1.9	2	-2
15	CCOc1ccc(C(=O)N2CCC3(CC2)NCCc2[nH]cnc23)cc1OCC	8	-4	-14	-0.6	0	15
16	O=C(c1cc([N+](=O)[O-])ccc1N1CCOCC1)N1CCN(c2ccc([N+](=O)[O-])cc2)CC1	-3	5	-2	-0.2	1	-3
17	O=[N+]([O-])c1ccc(N2CCN(Cc3ccncc3)CC2)cc1	11	7	7	1.9	-4	1
18	O=C(CCCCCN1C(=O)CCC1=O)Nc1ncn[nH]1	6	-18	5	-2.6	0	3
19	CCOC(=O)C1CCCN(C(=O)/C(=C/c2ccco2)NC(=O)c2ccccc2)C1 (stereo unspecified)	14	7	-9	0.2	-6	8
20	Nc1ccc(-n2c(N)c(C(=O)NCc3ccc4c(c3)OCO4)c3nc4ccccc4nc32)cc1	23	11	32	1.8	0	-17

#	KKLEB cytotox	CF NFkB inh	EBV LMP1 NFkB	Peg3 promoter	NR2E3 ag-1
11	-1	-12	-16	-186	-133
12	-4	5	6	-48	-16
13	-9	9	0	19	-4
14	-5	6	-4	21	-12
15	1	17	-4	0	1
16	-15	8	9	7	16
17	0	3	-4	20	-2
18	-4	1	-2	10	-5
19	7	-12	-4	3	18
20	6	10	7	16	9

(further entries)
#	compound	HIF-2a block	C8 TRAIL sens	Shn3 inh set2	iPSC survival up	NR2E3 ag-2	MITF TRPM1 inh
21	Cc1cccn2c(=O)c(C=Nc3ccccc3)c(NCCO)nc12	1	-22	23	1.1	1	13
22	COc1ccc(/C=C/C(=O)N[C@@H](C)C(=O)O)cc1	9	6	-12	3.8	-5	9
23	COc1ccc(C2c3[nH]c4ccccc4c3C[C@H]3C(=O)N(c4ccccc4C(=O)N4CCC[C@@H]4C(=O)O)C(=O)N23)cc1 (stereo partly specified)	11	-9	-10	-4.2	1	17
24	OCC(O)[C@@H](O[C@H]1O[C@H](CO)[C@@H](O)[C@H](O)[C@H]1O)[C@H](O)[C@@H](O)CO (stereo partly specified)	-6	2	-8	1.9	1	4
25	CN(CC(=O)Nc1cccc(F)c1)CC(=O)NC(c1ccccc1)c1ccccc1	16	3	0	-3.3	2	-14
26	COc1ccc(C(=O)/C=C/c2cccnc2)c(OC)c1	-29	26	-18	-0.5	3	19
27	Cc1cc(C(=O)N/N=C/c2ccc3c(c2)OCO3)c(C)o1	-238	32	-54	-0.4	2	-48
28	Cc1ccc2cccc(OCCOCCOc3ccccc3Br)c2n1	8	-20	17	4.2	-1	9
29	CCOc1ccc(C(=O)N(CC(=O)Nc2cccc(C)c2C)CC2CCCO2)cc1OC (stereo unspecified)	6	-6	-3	-0.4	2	1
30	C=CCOC(=O)C1=C[C@H](C2CCCCC2)[C@@H](CCCO)[C@H](OCC)O1	11	3	-6	-0.8	-1	4

#	KKLEB cytotox	CF NFkB inh	EBV LMP1 NFkB	Peg3 promoter	NR2E3 ag-1
21	-8	-10	-4	2	5
22	5	12	4	8	26
23	4	10	-1	2	-3
24	-2	23	6	-2	-14
25	-3	6	1	3	7
26	-33	38	-2	20	-23
27	0	-1	-2	-154	-10
28	10	-6	-6	-13	-16
29	-1	10	3	-1	-5
30	-8	9	2	21	2

The listing continues.
#	compound	HIF-2a block	C8 TRAIL sens	Shn3 inh set2	iPSC survival up	NR2E3 ag-2	MITF TRPM1 inh
31	CC(C)N(Cc1ccccc1)C(=S)Nc1ccc(OC(F)F)cc1	1	19	26	0.2	3	9
32	Nc1ncc(C(=O)O)c(-c2ccccc2)n1	4	-19	-16	6.8	.	19
33	O=C(CN1C(=O)c2ccccc2C1=O)NC1CCCCCC1	7	-1	1	0.7	-1	-3
34	COC(C(=O)Nc1ccnn1C1CCN(Cc2nccs2)CC1)c1ccccc1 (stereo unspecified)	9	-1	-9	-0.1	1	8
35	COc1ccc(S(=O)(=O)N2CCCC2CNC(=O)C(=O)Nc2ccc(F)cc2)cc1 (stereo unspecified)	-128	1	-14	0.8	-1	-38
36	Cc1cc(F)ccc1S(=O)(=O)Nc1ccccc1C(=O)NC1CCN(Cc2ccccc2)CC1	-1	8	7	0.3	.	5
37	Cc1cc(N)n(-c2ccc(C)c(C)c2)n1	-177	4	-48	-3.9	3	-44
38	CC(=O)c1ccc(S(=O)(=O)N2CCC(Oc3ccc(-n4cnnn4)cc3)CC2)cc1	-1	-23	4	-0.2	0	4
39	Cc1cc(C)c2c(c1)cc(C)c1nnc(SCC(=O)N3CCCc4ccccc43)n12	14	3	-23	7.1	-3	-5
40	Cc1ccc(C(=O)Nc2ccc(S(=O)(=O)Nc3cnc4ccccc4n3)cc2)cc1	-73	-13	-39	-0.3	7	-7

#	KKLEB cytotox	CF NFkB inh	EBV LMP1 NFkB	Peg3 promoter	NR2E3 ag-1
31	1	4	9	-9	-28
32	-4	-12	5	-3	12
33	-2	-8	-2	-5	-10
34	-6	9	1	10	-34
35	20	-7	3	-86	-44
36	-10	7	-6	37	-8
37	4	-9	-10	-70	-51
38	-7	-10	1	-2	-20
39	8	14	8	20	-8
40	0	-36	-7	-134	-30

New compounds follow:
#	compound	HIF-2a block	C8 TRAIL sens	Shn3 inh set2	iPSC survival up	NR2E3 ag-2	MITF TRPM1 inh
41	CCc1nccn1CCC(=O)N1CCc2c([nH]c3ccccc23)C1CC(C)C (stereo unspecified)	4	-7	-10	0.2	1	23
42	Cc1cccc(C)c1NC(=O)CN(C)C(=O)c1ccccc1C(=O)N(C)Cc1ccccc1	-5	7	14	-0.4	4	5
43	COc1ccc(N(CC(=O)N/N=C/c2cc(OC)ccc2OC)S(=O)(=O)c2ccccc2)cc1	8	-2	-17	0.7	0	2
44	Cc1c(N2C(=O)c3ccccc3C2(O)c2ccccc2)c(=O)n(-c2ccccc2)n1C (stereo unspecified)	10	-23	2	-0.1	8	0

#	KKLEB cytotox	CF NFkB inh	EBV LMP1 NFkB	Peg3 promoter	NR2E3 ag-1
41	-4	10	-4	6	-23
42	10	-13	2	3	10
43	8	7	4	11	-17
44	0	3	-9	9	-16

A different layout for some results above:
entry | compound | HIF-2a block | C8 TRAIL sens | Shn3 inh set2 | iPSC survival up | NR2E3 ag-2 | MITF TRPM1 inh | KKLEB cytotox | CF NFkB inh | EBV LMP1 NFkB | Peg3 promoter | NR2E3 ag-1
36 | Cc1cc(F)ccc1S(=O)(=O)Nc1ccccc1C(=O)NC1CCN(Cc2ccccc2)CC1 | -1 | 8 | 7 | 0.3 | . | 5 | -10 | 7 | -6 | 37 | -8
37 | Cc1cc(N)n(-c2ccc(C)c(C)c2)n1 | -177 | 4 | -48 | -3.9 | 3 | -44 | 4 | -9 | -10 | -70 | -51
38 | CC(=O)c1ccc(S(=O)(=O)N2CCC(Oc3ccc(-n4cnnn4)cc3)CC2)cc1 | -1 | -23 | 4 | -0.2 | 0 | 4 | -7 | -10 | 1 | -2 | -20
39 | Cc1cc(C)c2c(c1)cc(C)c1nnc(SCC(=O)N3CCCc4ccccc43)n12 | 14 | 3 | -23 | 7.1 | -3 | -5 | 8 | 14 | 8 | 20 | -8
40 | Cc1ccc(C(=O)Nc2ccc(S(=O)(=O)Nc3cnc4ccccc4n3)cc2)cc1 | -73 | -13 | -39 | -0.3 | 7 | -7 | 0 | -36 | -7 | -134 | -30
41 | CCc1nccn1CCC(=O)N1CCc2c([nH]c3ccccc23)C1CC(C)C (stereo unspecified) | 4 | -7 | -10 | 0.2 | 1 | 23 | -4 | 10 | -4 | 6 | -23
